Screening results deposited in PubChem by National Center for Advancing Translational Sciences (NCATS).
HttQ103 aggreg: qHTS Multiplex Assay to Identify Dual Action Probes in a Cell Model of Huntington: Aggregate Formation (GFP); PC12 HttQ103-GFP aggregates, Acumen cytometry, 40 h; Potency, µM (doses to about 46.1 µM), for inactives: top-dose activity change, negative = inhibition, most hits filed as inhibitors; hit rate 1.1% among 220,000; further: potency means the concentration at half of the fitted maximal effect; on the % scale 0 is the no-effect control and ±100 the full control effect; nearly all actives have a fitted effect of over 60% in size
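PC12 cells with ecdysone-inducible HTT exon1 Q103-GFP, induced by 100 nM tebufenozide, given compounds in a concentration series. GFP aggregates (1–25 um, 6 SD above background) counted in lysates by laser-scanning cytometry, 488 nm excitation.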
GAA glycogen: qHTS Assay for Inhibitors and Activators of Human alpha-Glucosidase Cleavage of Glycogen; Lysosomal alpha-glucosidase (Homo sapiens), P10253; recombinant GAA, glycogen substrate, Amplex Red glucose oxidase fluorescence; Potency, µM (series often up to 76.4 µM), for the others: at the highest dose activity change, negative = inhibition, actives largely listed as inhibitors; hit rate 0.38% among 300,000;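 further: potency means the concentration at half of the fitted maximal effect; 0% = full enzyme reaction and -100% = no-enzyme basal signal; the screen sought inhibitors and activators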
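Recombinant human alpha-glucosidase (4 nM final) hydrolysed bovine liver glycogen (30 ug) for 40 min at 37 C in pH 5.0 citrate/phosphate with 0.01% Tween-20. Released glucose detected by glucose oxidase/Amplex Red, Ex 573/Em 610 nm. Compounds up to 77 uM; AC50 from Hill fits.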
CBFb-RUNX1 inh: qHTS Assay for Compounds Blocking the Interaction Between CBF-beta and RUNX1 for the Treatment of Acute Myeloid Leukemia; Runt-related transcription factor 1 (Homo sapiens) + Core-binding factor subunit beta …; AlphaScreen CBFb-His/RUNX1-biotin binding, biochemical; Potency, µM (titrated, usually from 59.8 µM), for the others: top-dose activity, negative = inhibition, actives largely listed as inhibitors; 230,000 tested, under 10 active; further: % of control where 0% means no effect
Target sequence (Q01196 whole entry, looked up): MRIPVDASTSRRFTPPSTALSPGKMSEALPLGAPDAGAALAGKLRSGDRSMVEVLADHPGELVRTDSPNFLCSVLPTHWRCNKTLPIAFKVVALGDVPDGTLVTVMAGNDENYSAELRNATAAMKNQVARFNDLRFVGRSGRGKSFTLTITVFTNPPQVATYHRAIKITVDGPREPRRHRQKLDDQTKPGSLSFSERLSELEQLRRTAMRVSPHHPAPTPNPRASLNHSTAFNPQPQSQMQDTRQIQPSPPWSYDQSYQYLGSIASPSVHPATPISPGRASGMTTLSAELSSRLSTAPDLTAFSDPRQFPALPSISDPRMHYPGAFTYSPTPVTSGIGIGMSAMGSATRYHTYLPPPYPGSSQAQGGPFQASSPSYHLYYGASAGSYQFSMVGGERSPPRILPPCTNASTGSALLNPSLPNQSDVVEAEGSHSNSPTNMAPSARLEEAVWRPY
Target sequence (Q13951 whole entry, looked up): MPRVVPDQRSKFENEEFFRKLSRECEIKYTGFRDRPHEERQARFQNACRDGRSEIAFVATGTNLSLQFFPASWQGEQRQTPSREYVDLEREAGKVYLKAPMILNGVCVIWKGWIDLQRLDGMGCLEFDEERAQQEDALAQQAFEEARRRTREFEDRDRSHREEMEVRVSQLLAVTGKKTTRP
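Inhibition was taken as any reduction in AlphaScreen signal from the CBF-beta–RUNX1 pair (His and biotin tags, 30 nM each), measured after compound (15 min) and bead (90 min) incubations at room temperature.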
GAA spleen mod: qHTS Assay for Inhibitors and Activators of Human alpha-Glucosidase From Spleen Homogenate. human spleen homogenate, 4-MU-alpha-glucoside fluorescence. AID 2112, 2009. Potency, µM (top dose mostly 79.9 µM), for the others: at the highest dose activity change, negative = inhibition, most hits filed as inhibitors. hit rate 0.006% among 240,000. Lysosomal alpha-glucosidase (Homo sapiens), P10253;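 further: potency means the concentration at half of the fitted maximal effect; 0% = enzyme with vehicle and -100% = no enzyme basal signal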
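Human spleen homogenate (1 ug) incubated with compounds and 1 mM 4-methylumbelliferyl-alpha-D-glucopyranoside in pH 5.0 citrate/phosphate buffer, 37 C, 40 min. Stopped at pH 10; 4-MU fluorescence (Ex 365/Em 440 nm); AC50 by Hill fit.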
GAA inh: qHTS Assay for Inhibitors of Human alpha-Glucosidase as a Potential Chaperone Treatment of Pompe Disease. AID 1466, 2008. purified human GAA, 4-MU-alpha-glucoside fluorescence. Lysosomal alpha-glucosidase (Homo sapiens), P10253. hit rate 0.005% among 200,000. Potency, µM (titrated, usually from 76.9 µM), inactives show at the top dose activity change, negative = inhibition, most hits filed as inhibitors;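 further: potency means the concentration at half of the fitted maximal effect; plate controls were uninhibited enzyme wells for no effect and no-enzyme background for full effect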
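Endpoint fluorogenic read: 20 min room-temperature reaction of 4 nM human alpha-glucosidase with 400 uM 4-methylumbelliferyl-alpha-D-pyranoside, pH 5.0, quenched with 1M NaOH/1M glycine pH 10. AC50 from Hill modeling.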
HTT ATP protect: qHTS Multiplex Assay to Identify Dual Action Probes in a Cell Model of Huntington: Cytoprotection (ATP); PC12 HTT-Q103 induced, cytoprotection, ATP luminescence, 40 h; Potency, µM (doses to about 56.4 µM), without a hit: cytoprotection (ATP increase), hits mostly activators; hit rate 0.14% among 230,000;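 further: potency means the concentration at half of the fitted maximal effect; % of control where 0% means no effect; nearly all actives have a fitted effect of over 45% in size; toxic huntingtin expression switched on by the ecdysone agonist tebufenozide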
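PC12 cells stably carrying ecdysone-inducible Htt exon 1 (Q103)–GFP were induced with 100 nM tebufenozide (final) alongside library compounds in a dose series. Cytoprotection was scored as retained ATP by ATPlite luminescence.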
LMNA splice mod: qHTS Assay for Modulators of Lamin A Splicing; HeLa LMNA splicing GFP/RFP minigene ratio, 48 h; Potency, µM (series often up to 46.1 µM), for inactives: top-dose ratio change, negative = inhibition, usual class: inhibitors; hit rate 0.01% among 200,000; AID 1487, 2009; active means well fitted inhibition curve with a large enough effect in the signal ratio, with a control signal flat, not every such curve was filed as active; inconclusive means small, poorly fitted or top-dose-only effect, or effect the other way, or a change in a side signal; the % refers to the signal ratio; further: potency means the concentration at half of the fitted maximal effect; on the % scale 0 is the no-effect control and ±100 the full control effect
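S3 HeLa cells stably expressing lamin A-EGFP splicing minigene plus DsRed2, 600 cells/well, 48 h compound exposure at 37C. Laser-scanning cytometry; analysed as GFP (500-530 nm)/RFP (575-640 nm) total intensity ratio; 0.5% DMSO vehicle.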
An asterisk follows results filed as active; & = joins results of further samples; [ ] = another dose, or the depositor's remark. Unless noted, the call rests on the fitted dose curve; in most records, active means well fitted curve in the direction sought with a large enough effect; inconclusive means small, poorly fitted or top-dose-only effect, or another doubt; inactive means no such curve, though single readings can be large; an effect the other way counts as inactive or inconclusive.

How did NC(=O)N/N=C/c1cn(-c2ccccc2)nc1-c1ccccc1 do in these assays?
HttQ103 aggreg: -2%; GAA glycogen: -4%; CBFb-RUNX1 inh: 6%; GAA spleen mod: -12%; GAA inh: -11%; HTT ATP protect: -56%[inhibitor]; LMNA splice mod: inconclusive

Results for COC(=O)c1c(C)oc(C)c1S(=O)(=O)NC(C)(C)C ?
HttQ103 aggreg: 0%[9.22 µM]; GAA glycogen: 7%; CBFb-RUNX1 inh: 9%; GAA spleen mod: 4%; GAA inh: inconclusive; HTT ATP protect: 7%[10 µM]

How did O=C(Nc1cccc(S(=O)(=O)N2CCCCC2)c1)Nc1ccc(Cl)cc1Cl do in these assays?
HttQ103 aggreg: 14µM*; GAA glycogen: -9%; CBFb-RUNX1 inh: 2%; GAA spleen mod: 1%; GAA inh: -8%; HTT ATP protect: 4%[10 µM]; LMNA splice mod: inconclusive

Results for Cc1cccc(OCCCCc2c(C)n[nH]c2C)c1C ?
HttQ103 aggreg: inconclusive; GAA glycogen: -1%; CBFb-RUNX1 inh: -2%; GAA spleen mod: -3%; GAA inh: -6%; HTT ATP protect: 10%; LMNA splice mod: inconclusive

Results for COc1ccc(NC(=O)CN2CCCCC2)c([N+](=O)[O-])c1 ?
HttQ103 aggreg: -8%; GAA glycogen: -9%; CBFb-RUNX1 inh: 4%; GAA spleen mod: 3%; GAA inh: 5%; HTT ATP protect: 3%[10 µM]; LMNA splice mod: -4%

Results for C/C(=N\Nc1ccc([N+](=O)[O-])cc1[N+](=O)[O-])C(C)C(C)C (stereo not drawn) ?
HttQ103 aggreg: inconclusive; GAA glycogen: 5%; GAA inh: -7%; HTT ATP protect: -31%; LMNA splice mod: inconclusive

How did O=C(CSC1CN(C(c2ccccc2)c2ccccc2)C1)N/N=C/c1ccccc1 do in these assays?
HttQ103 aggreg: -3%[9.22 µM]; GAA glycogen: -8%; CBFb-RUNX1 inh: -12%; GAA spleen mod: -19%; HTT ATP protect: -6%[10 µM]

What do the screens show for `Cn1cnnc1SCc1ccc(C(=O)NN)cc1`?
HttQ103 aggreg: -6%; GAA glycogen: -9%; CBFb-RUNX1 inh: 16%; GAA spleen mod: -3%; GAA inh: -7%; HTT ATP protect: -17%

How did COCCN1Cc2cccc(C(=O)NC(C)CCc3ccco3)c2C1=O (stereo not drawn) do in these assays?
HttQ103 aggreg: 1%; GAA glycogen: -8%; CBFb-RUNX1 inh: -4%; GAA spleen mod: 9%; GAA inh: 1%; HTT ATP protect: 4%

How did CCSc1nnc2ccc(-c3ccco3)nn12 do in these assays?
HttQ103 aggreg: -15%; GAA glycogen: 0%; CBFb-RUNX1 inh: 9%; GAA spleen mod: 1%; GAA inh: 0%; HTT ATP protect: -3%

Results for Cc1cc(CN(C)Cc2cn(C)nc2-c2ccc(Oc3ccccc3)cc2)on1 ?
HttQ103 aggreg: 23%[9.22 µM]; GAA glycogen: 5%; CBFb-RUNX1 inh: 1%; GAA spleen mod: -8%; HTT ATP protect: 11%[10 µM]

Results for CC1CCCCC1NC(=O)C(Cc1ccccc1)NS(=O)(=O)c1cccs1 (stereo not drawn) ?
HttQ103 aggreg: -3%; GAA glycogen: -2%; CBFb-RUNX1 inh: 1%; GAA spleen mod: -5%; GAA inh: 0%; HTT ATP protect: 26%[10 µM]; LMNA splice mod: -4%

How did O=C(CC1(O)C(=O)N(Cc2ccc3c(c2)OCO3)c2ccccc21)c1ccccc1 (stereo not drawn) do in these assays?
HttQ103 aggreg: -1%; GAA glycogen: -3%; CBFb-RUNX1 inh: -2%; GAA spleen mod: -6%; GAA inh: -5%; HTT ATP protect: -72%[inhibitor][10 µM]; LMNA splice mod: -4%

Results for COc1ccc2[nH]cc(CCNc3ccnc(-c4ccc5c(c4)OCO5)n3)c2c1 ?
GAA spleen mod: -4%; HTT ATP protect: -76%[inhibitor]; LMNA splice mod: inconclusive

What do the screens show for `O=C(COC(=O)c1ccc([N+](=O)[O-])s1)Nc1cccc(S(=O)(=O)NC2=NCCCCC2)c1`?
HttQ103 aggreg: -11%[9.22 µM]; GAA glycogen: 1%; CBFb-RUNX1 inh: -5%; GAA spleen mod: -1%; HTT ATP protect: -7%[10 µM]

What do the screens show for `COC(=O)C1=C(C(=O)OC)[C@@H]2N(C)c3ccc(OC)cc3[C@@]23C[C@@H](C(=O)OC)N(S(=O)(=O)c2ccc([N+](=O)[O-])cc2)C3=N1`?
HttQ103 aggreg: -16%[9.22 µM]; GAA glycogen: 3%; CBFb-RUNX1 inh: -6%[13.1 µM]; GAA spleen mod: 3%[17.4 µM]; HTT ATP protect: -5%&-10%[10 µM]; LMNA splice mod: -12%[9.22 µM]

What do the screens show for `CCSc1nc2sc3c(c2c(=O)[nH]1)CCCC3`?
HttQ103 aggreg: -22%; GAA glycogen: 1%; CBFb-RUNX1 inh: 2%; GAA spleen mod: -5%; GAA inh: -2%; HTT ATP protect: 5%[10 µM]; LMNA splice mod: -3%

How did Cc1cccc(-c2n[nH]c(=S)n2-c2ccccc2)c1[N+](=O)[O-] do in these assays?
HttQ103 aggreg: 15%; GAA glycogen: -12%; CBFb-RUNX1 inh: 15%; GAA spleen mod: -14%; GAA inh: -6%; HTT ATP protect: -3%[10 µM]; LMNA splice mod: inconclusive

What do the screens show for `c1ccc(NC2=Nc3ccccc3CC2)cc1`?
HttQ103 aggreg: 3%[9.22 µM]; GAA glycogen: -1%; CBFb-RUNX1 inh: -2%; GAA spleen mod: -9%; GAA inh: 3%; HTT ATP protect: 11%; LMNA splice mod: -5%

Results for Cn1c(=O)c(-c2ccc(F)cc2)nc2cnc(OCc3ccccc3)nc21 ?
GAA spleen mod: -7%; HTT ATP protect: inconclusive; LMNA splice mod: 14%

For convenience, part of the list above:
What do the screens show for `c1ccc(NC2=Nc3ccccc3CC2)cc1`?
HttQ103 aggreg: 3%[9.22 µM]; GAA glycogen: -1%; CBFb-RUNX1 inh: -2%; GAA spleen mod: -9%; GAA inh: 3%; HTT ATP protect: 11%; LMNA splice mod: -5%

Results for Cn1c(=O)c(-c2ccc(F)cc2)nc2cnc(OCc3ccccc3)nc21 ?
GAA spleen mod: -7%; HTT ATP protect: inconclusive; LMNA splice mod: 14%

Continuation.
Results for CCCOc1ccccc1NC(=O)/C=C/C(N)=O ?
HttQ103 aggreg: inconclusive; GAA glycogen: -1%; CBFb-RUNX1 inh: 0%; GAA spleen mod: -4%; GAA inh: 1%; HTT ATP protect: 6%[10 µM]; LMNA splice mod: inconclusive

How did COc1ccc(N(CC(=O)NCc2cccs2)S(=O)(=O)c2cccnc2)cc1 do in these assays?
HttQ103 aggreg: -1%; GAA glycogen: 3%; CBFb-RUNX1 inh: -4%; GAA spleen mod: -2%; GAA inh: -6%[15.4 µM]; HTT ATP protect: 13%; LMNA splice mod: 9%

What do the screens show for `CCN1CCN(C(=O)c2ccc(Cn3c(=O)[nH]c4cc(OC)c(OC)cc4c3=O)cc2)CC1`?
HttQ103 aggreg: 2%; GAA glycogen: -2%; CBFb-RUNX1 inh: 1%; GAA spleen mod: -11%; GAA inh: 1%; HTT ATP protect: inconclusive; LMNA splice mod: 5%

How did CC1=NN(Cc2ccccc2)C(=O)C1C(c1ccccc1)C(C#N)C#N (stereo not drawn) do in these assays?
HttQ103 aggreg: 13%; GAA glycogen: inconclusive; CBFb-RUNX1 inh: -14%; GAA spleen mod: -6%; GAA inh: -4%; HTT ATP protect: 24%; LMNA splice mod: 11%

Results for COc1ccc(CCNc2cc(N3CCN(C(=O)c4ccc(C)cc4)CC3)ccc2[N+](=O)[O-])cc1OC ?
HttQ103 aggreg: -10%; GAA glycogen: 9%; CBFb-RUNX1 inh: 3%; GAA spleen mod: -6%; GAA inh: 7%; HTT ATP protect: 4%[10 µM]; LMNA splice mod: inconclusive

How did CCCSC(=O)N(CC)CC(=O)Nc1c(CC)cccc1CC do in these assays?
HttQ103 aggreg: -5%; GAA glycogen: -8%; CBFb-RUNX1 inh: 7%; GAA spleen mod: -2%; GAA inh: -7%; HTT ATP protect: 2%; LMNA splice mod: 7%

Results for CCc1cc(=O)oc2c(CN3CCN(C)CC3)c(O)c(Cl)cc12 ?
HttQ103 aggreg: 14%; GAA glycogen: 27%; CBFb-RUNX1 inh: -1%; GAA spleen mod: inconclusive; GAA inh: inconclusive; HTT ATP protect: 1%[10 µM]; LMNA splice mod: 4%

Results for CC(C)(C)C1CCC(=NNC(=S)NCc2ccccc2)CC1 (stereo not drawn) ?
HttQ103 aggreg: -13%; GAA glycogen: -2%; CBFb-RUNX1 inh: 4%; GAA spleen mod: 10%; GAA inh: 8%; HTT ATP protect: -39%[inhibitor]; LMNA splice mod: inconclusive

Results for CCN(CC(=O)O)S(=O)(=O)c1cc(Cl)ccc1Cl ?
HttQ103 aggreg: 3%; GAA glycogen: -4%; CBFb-RUNX1 inh: 0%; GAA spleen mod: -11%; GAA inh: -9%; HTT ATP protect: -8%; LMNA splice mod: 7%

Results for COc1cc2c(cc1OC)C(c1cccc(OC)c1OC)CC(=O)N2 (stereo not drawn) ?
HttQ103 aggreg: 25%; GAA glycogen: 8%; CBFb-RUNX1 inh: 1%; GAA spleen mod: 8%; GAA inh: -5%; HTT ATP protect: -13%; LMNA splice mod: 8%

What do the screens show for `Cc1nonc1NC(=O)OCCN1CCOC1=O`?
HttQ103 aggreg: 2%; GAA glycogen: 3%; CBFb-RUNX1 inh: 4%; GAA spleen mod: 2%; GAA inh: 3%; HTT ATP protect: 23%; LMNA splice mod: 2%

Compounds were not picked by outcome; overall some 1.5% were active at least once.
